Screens: PubChem, several laboratories
BoNT A protease: BoNT/A light chain protease inhibitors, primary screen, biochemical, flow cytometry, MLPCN library; AID 588499, 2011; inhibition, % at 10 µM; 360,000 compounds, 0.17% hits; multiplex microsphere protease substrate cleavage; also: plate controls were buffer without enzyme for full effect and enzyme alone for no effect
BoNT F protease: BoNT/F light chain protease inhibitors, primary screen, biochemical, flow cytometry, MLPCN library; Botulinum neurotoxin type F light chain protease (Clostridium botulinum); Multiplex microsphere protease cleavage assay; inhibition, % at 10 µM; 360,000 compounds, 0.22% hits; AID 588497, 2011; in the data active = inhibition above about 35%, passing the limit was not always enough; inconclusive = no clear call, values can overlap the other calls; also: plate controls were buffer without enzyme for full effect and enzyme alone for no effect
PfHsp40 rescue: rescue of yeast from PfHsp40 toxicity, primary screen, S. cerevisiae, ATP luminescence. AID 504582, 2011. S. cerevisiae expressing PfHsp40, growth rescue. 340,000 compounds, 0.68% hits. growth rescue, % at 12.5 µM; in the data active = growth rescue above about 28%, passing the limit was not always enough; inconclusive = no clear call, values can overlap the other calls;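 also: yeast W303a lacking pdr1 and pdr3 grown in galactose medium; growth measured after three days at 30 °C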
Yp Topo-I inh: Yersinia pestis topoisomerase I inhibitors, primary screen, biochemical, cleavage product accumulation, plate reader, single point; Y. pestis Topo-I cleavage product accumulation; activity, % at 10 µM; 360,000 compounds, 0.064% hits; AID 504884, 2011; in the data active = activity above about 50%, passing the limit was not always enough; inconclusive = no clear call, values can overlap the other calls; also: inactives centre near 2
CCHF vOTU inh: CCHFV vOTU protease inhibitors, primary screen, biochemical, Pep-AMC substrate, fluorescence. Crimean-Congo hemorrhagic fever virus L polyprotein viral ovarian tumor (vOTU) protease …. inhibition, % at 11.5 µM. 370,000 compounds, 0.55% hits; in the data active = inhibition above about 30%; also: 0% = vehicle wells with enzyme and 100% = no enzyme wells
TcdB inh: TcdB glycohydrolase inhibitors, primary screen, biochemical, single point, plate reader; Toxin B (Clostridioides difficile), P18177; TcdB glycohydrolase enzymatic assay; inhibition, % at 9.99 µM; 350,000 compounds, 0.24% hits; AID 652162, 2013; in the data active = inhibition above about 10%
Target sequence (P18177 whole entry, looked up): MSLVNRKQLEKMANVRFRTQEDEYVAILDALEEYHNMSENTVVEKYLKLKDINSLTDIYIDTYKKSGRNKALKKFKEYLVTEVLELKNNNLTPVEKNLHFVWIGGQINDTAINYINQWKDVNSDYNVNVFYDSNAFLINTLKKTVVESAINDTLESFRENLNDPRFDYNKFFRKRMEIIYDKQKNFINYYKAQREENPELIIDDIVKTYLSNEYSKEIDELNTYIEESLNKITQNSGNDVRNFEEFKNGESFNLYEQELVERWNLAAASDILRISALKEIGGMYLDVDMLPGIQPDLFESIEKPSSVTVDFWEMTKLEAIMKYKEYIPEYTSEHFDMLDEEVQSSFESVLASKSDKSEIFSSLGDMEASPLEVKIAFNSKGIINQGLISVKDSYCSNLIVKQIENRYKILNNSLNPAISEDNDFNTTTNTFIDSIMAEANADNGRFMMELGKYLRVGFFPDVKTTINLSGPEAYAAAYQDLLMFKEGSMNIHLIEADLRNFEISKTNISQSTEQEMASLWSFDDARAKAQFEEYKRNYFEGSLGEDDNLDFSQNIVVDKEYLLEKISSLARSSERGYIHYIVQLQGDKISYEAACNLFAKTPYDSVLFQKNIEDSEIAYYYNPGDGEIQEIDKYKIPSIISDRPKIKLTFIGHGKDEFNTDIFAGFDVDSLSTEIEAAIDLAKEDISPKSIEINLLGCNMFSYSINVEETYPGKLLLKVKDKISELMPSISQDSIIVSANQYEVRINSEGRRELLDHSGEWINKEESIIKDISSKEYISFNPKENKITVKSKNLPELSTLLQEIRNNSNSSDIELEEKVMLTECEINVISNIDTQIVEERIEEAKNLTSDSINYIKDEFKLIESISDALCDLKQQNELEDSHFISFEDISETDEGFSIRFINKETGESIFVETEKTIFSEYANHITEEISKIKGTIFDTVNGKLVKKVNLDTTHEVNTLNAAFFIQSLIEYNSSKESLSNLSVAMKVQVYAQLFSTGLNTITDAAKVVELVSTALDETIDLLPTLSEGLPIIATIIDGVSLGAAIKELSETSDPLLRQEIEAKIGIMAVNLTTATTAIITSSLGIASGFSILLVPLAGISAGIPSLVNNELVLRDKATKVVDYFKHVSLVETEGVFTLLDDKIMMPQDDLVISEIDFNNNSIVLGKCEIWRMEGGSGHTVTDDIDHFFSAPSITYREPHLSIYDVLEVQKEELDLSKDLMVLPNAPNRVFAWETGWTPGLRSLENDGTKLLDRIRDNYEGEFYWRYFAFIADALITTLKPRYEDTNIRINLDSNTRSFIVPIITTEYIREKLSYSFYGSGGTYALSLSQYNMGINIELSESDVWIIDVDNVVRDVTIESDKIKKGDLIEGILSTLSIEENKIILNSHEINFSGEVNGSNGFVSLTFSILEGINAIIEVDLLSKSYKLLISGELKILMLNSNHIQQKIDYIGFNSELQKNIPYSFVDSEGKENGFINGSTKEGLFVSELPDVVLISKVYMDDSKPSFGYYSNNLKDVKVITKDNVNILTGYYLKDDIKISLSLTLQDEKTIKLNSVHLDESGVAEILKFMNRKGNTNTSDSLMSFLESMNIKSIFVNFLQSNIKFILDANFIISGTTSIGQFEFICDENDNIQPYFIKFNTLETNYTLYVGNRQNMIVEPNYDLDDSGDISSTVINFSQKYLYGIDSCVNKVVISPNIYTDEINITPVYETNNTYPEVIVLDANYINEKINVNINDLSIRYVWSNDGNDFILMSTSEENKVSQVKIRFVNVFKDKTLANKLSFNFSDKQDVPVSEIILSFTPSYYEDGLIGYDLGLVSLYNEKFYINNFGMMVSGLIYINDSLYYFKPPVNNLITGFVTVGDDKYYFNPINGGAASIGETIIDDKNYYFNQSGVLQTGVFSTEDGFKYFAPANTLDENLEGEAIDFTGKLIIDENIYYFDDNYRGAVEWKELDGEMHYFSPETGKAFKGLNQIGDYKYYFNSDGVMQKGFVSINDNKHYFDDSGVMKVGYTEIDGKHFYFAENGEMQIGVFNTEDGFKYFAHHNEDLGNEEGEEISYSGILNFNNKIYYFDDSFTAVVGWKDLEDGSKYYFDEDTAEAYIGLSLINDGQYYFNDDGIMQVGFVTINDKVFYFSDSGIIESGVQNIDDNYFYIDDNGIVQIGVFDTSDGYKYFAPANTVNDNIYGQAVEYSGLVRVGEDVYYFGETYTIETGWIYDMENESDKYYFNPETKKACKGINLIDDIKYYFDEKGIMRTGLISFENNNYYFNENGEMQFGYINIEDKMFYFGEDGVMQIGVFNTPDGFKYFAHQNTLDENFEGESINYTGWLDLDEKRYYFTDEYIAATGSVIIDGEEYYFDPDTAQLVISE
PrPC surface inh: inhibitors of human cell surface prion protein PrPC, primary screen, cell-based, TR-FRET; inhibition, % at 13.8 µM; 370,000 compounds, 0.43% hits; Major prion protein (Homo sapiens), P04156; TR-FRET read-out; AID 720596, 2013; in the data active = inhibition above about 24%; also: 0% = median of the test wells and 100% = reference compound wells
FadD28 FP inh: inhibitors of FadD28 bisubstrate probe binding, primary screen, biochemical, fluorescence polarization, single point | AID 588549, 2011 | inhibition, % at 12.5 µM | Mycobacterium tuberculosis FadD28 fatty-acid-AMP ligase | 360,000 compounds, 0.22% hits; in the data active = inhibition above about 8.5%, passing the limit was not always enough; inconclusive = no clear call, values can overlap the other calls
Anthrax LF inh2: Bacillus anthracis LF protease inhibitors, primary screen, biochemical, multiplex microsphere, MLPCN library | multiplex microsphere protease cleavage assay | 360,000 compounds, 0.12% hits | AID 588501, 2011 | Lethal factor (Bacillus anthracis), P15917 | inhibition, % at 10 µM; also: plate controls were buffer without enzyme for full effect and enzyme alone for no effect
The depositor's hits bear a star; ? = inconclusive; · = not tested or not shown; & = joins results of further samples. Rule as the data show it, unless noted: active = inhibition above about 30%; inconclusive = no clear call, values can overlap the other calls; inactive = below that.

SMILES | BoNT A protease | BoNT F protease | PfHsp40 rescue | Yp Topo-I inh | CCHF vOTU inh | TcdB inh | PrPC surface inh | FadD28 FP inh | Anthrax LF inh2
O=C(NNC(=O)c1ccc(Cl)c(Cl)c1)c1ccncc1 | -0.9 | 2.2 | · | 0.2 | 5.8 | 0.4 | -7.3 | -2.2 | 2.5
CC(C)(C)OC(=O)N1CCC(c2c(C(=O)N3CCN(C(=O)c4ccco4)CC3)cnn2-c2ccc(F)cc2)CC1 | -1.2 | -1.4 | ? | 5.5 | 5.0 | 1.2 | 0.2 | 0.7 | 1.8
CCOc1ccc(CCNC(=O)COC(=O)C2=NNC(=O)CC2)cc1OCC | 13.9 | 31.9 | 1.3 | 6.5 | -5.1 | 0.4 | -6.7 | -1.0 | ?
O=C(N/N=C/c1cccc(Oc2ccccc2)c1)c1ccc(O)cc1O | 1.6 | 9.1 | -0.3 | -4.2 | 10.5 | -1.8 | 1.4 | -11.9 | -2.9
CC(CCc1ccccc1)NC(=O)C1CCN(S(=O)(=O)N2CCOCC2)CC1 (configuration not stated) | 2.0 | 20.9 | 0.7 | 1.5 | -16.0 | · | -4.8 | -0.8 | 10.8
CSc1nnc(-c2cc[n+](C)cc2)n1CCO | 1.5 | 16.1 | -1.5 | 4.6 | -2.2 | 0.8 | -5.1 | 0.3 | 0.3
CCN(CC)S(=O)(=O)c1ccc(NC(=O)COC(=O)c2ccc(NC(=O)CC#N)cc2)cc1 | 0.2 | 0.9 | -0.6 | -8.6 | 12.9 | 0.4 | 7.1 | -4.7 | -3.6
Cc1cc(SCC(=O)N/N=C/c2ccc(O)c(O)c2O)c(C)cc1Br | 2.8 | -0.6 | -0.2 | -14.0 | 16.3 | · | 12.8 | -0.6 | -0.4
CCOC(=O)C1=C(C)N(C)C(C)=C(C(=O)OCC)C1c1ccccc1 | 0.9 | -0.9 | 0.5 | 5.1 | 3.2 | · | 3.5 | -1.3 | -0.9
COc1ccc(S(=O)(=O)N2CCCCC2)cc1NC(=O)c1ccc(OC)c(OC)c1 | -0.3 | -10.2 | -0.1 | 14.2 | 3.4 | 0.8 | 4.7 | -4.5 | -2.4
Cc1ccc(NC(=O)C(NCc2ccccn2)c2ccccc2)cc1 (configuration not stated) | -0.7 | 2.6 | -1.7 | -1.9 | -11.8 | 0.3 | -1.5 | -2.2 | -2.6
COc1cc2c(C(=O)N3CCN(C)CC3)c(C)n(C)c2cc1Br | -0.9 | -14.9 | -0.8 | 3.5 | 10.7 | · | -1.1 | 0.6 | -9.5
CCOc1ccccc1NC(=O)CN1CCC(C(=O)c2ccc(F)cc2)CC1 | 0.1 | 6.4 | -1.0 | 24.7 | -2.1 | 0.2 | 8.8 | -2.9 | -2.2
COc1ccc(C2C(C#N)=C(N)Oc3c2c(=O)oc2ccccc32)cc1Cn1cc([N+](=O)[O-])cn1 (configuration not stated) | -0.4 | 5.8 | -0.7 | -0.3 | 21.1 | · | 0.5 | -1.6 | -2.3
COC(=O)CSc1nc(N)nc(C)c1Cl | -1.0 | 3.1 | -0.5 | 1.0 | 4.3 | 2.9 | -2.5 | -0.5 | -3.2
O=C(NNC(=O)c1ccccc1O)c1ccc(-c2ccc([N+](=O)[O-])cc2)o1 | 3.3 | ? | 0.3 | -26.7 | 0.4 | 1.2 | -33.3 | -3.5 | 3.6
S=C(Nc1cccnc1)NC1CC2CCC1C2 (configuration not stated) | 0.4 | -1.6 | 0.1 | 12.6 | -3.0 | 3.0 | 1.2 | -4.6 | -0.5
COc1ccc(C(=O)NNC(=O)CSc2nnc(COc3ccccc3)n2C)cc1 | 0.3 | -1.7 | 0.6 | 0.7 | 3.9 | · | 2.0 | -1.8 | -6.6
CC(C)c1ccc(NC(=O)CCNC(=O)Cn2cnc3ccccc3c2=O)cc1 | -0.8 | -7.4 | 1.5 | 0.7 | -0.1 | 6.3 | -12.1 | -1.1 | 19.7
COC(C[C@@H](O)C[C@@H](O)[C@@H](C)OCc1ccccc1)OC | -0.2 | -2.3 | -0.4 | 1.0 | 13.7 | -6.0 | -2.4 | -1.1 | -6.6
CCOc1ccccc1NC(=O)COC(=O)/C=C/c1cccs1 | 0.6 | 0.5 | -0.7 | 18.4 | -3.5 | 0.6 | 6.3 | -1.9 | -3.8
COc1cccc2cc(-c3nnc(SCC(=O)Nc4ccc(NC(C)=O)cc4)n3C)oc12 | -2.6 | 0.0 | 0.9 | 11.5 | -16.6 | 1.2 | 3.5 | -2.1 | -6.3
CCCn1c(SCC(=O)Nc2ccccc2N2CCOCC2)nc2c1c(=O)n(C)c(=O)n2C | 0.4 | ? | 0.7 | 3.5 | 0.0 | · | -1.8 | -2.9 | 0.4
O=C(CCn1nnc2ccccc21)OCC(=O)c1ccc(F)cc1 | -0.7 | 3.0 | -0.6 | 4.0 | 3.5 | 1.3 | -3.2 | · | 1.0
CC(=O)c1sc(N)nc1C | 0.1&-1.2 | 6.9&-18.3 | -0.9 | -0.1&-7.7 | 6.8&1.6 | -0.3&1.0 | 4.9&-2.2 | -3.1&-3.6 | -3.2&-9.0

Some values from the entries so far:
Result of `O=C(CCn1nnc2ccccc21)OCC(=O)c1ccc(F)cc1` under TcdB inh: 1.3
Result of `CCCn1c(SCC(=O)Nc2ccccc2N2CCOCC2)nc2c1c(=O)n(C)c(=O)n2C` under Yp Topo-I inh: 3.5

One compound at a time, as listed above:
Profile of CC(CCc1ccccc1)NC(=O)C1CCN(S(=O)(=O)N2CCOCC2)CC1 (configuration not stated) = BoNT A protease: 2.0; BoNT F protease: 20.9; PfHsp40 rescue: 0.7; Yp Topo-I inh: 1.5; CCHF vOTU inh: -16.0; TcdB inh: ·; PrPC surface inh: -4.8; FadD28 FP inh: -0.8; Anthrax LF inh2: 10.8
Profile of O=C(NNC(=O)c1ccc(Cl)c(Cl)c1)c1ccncc1 = BoNT A protease: -0.9; BoNT F protease: 2.2; PfHsp40 rescue: ·; Yp Topo-I inh: 0.2; CCHF vOTU inh: 5.8; TcdB inh: 0.4; PrPC surface inh: -7.3; FadD28 FP inh: -2.2; Anthrax LF inh2: 2.5

The list continues.
SMILES | BoNT A protease | BoNT F protease | PfHsp40 rescue | Yp Topo-I inh | CCHF vOTU inh | TcdB inh | PrPC surface inh | FadD28 FP inh | Anthrax LF inh2
CCCC(=O)Nc1c2c(nn1-c1ccc(OC)cc1)CS(=O)(=O)C2 | 0.1 | 1.2 | -1.6 | 0.9 | -14.0 | · | -1.4 | -2.7 | -2.0
COc1ncnc2c1ncn2CCCNCCCN1CCCC1=O | -0.1 | -7.7 | · | 1.0 | -13.7 | 1.4 | 2.4 | -1.7 | -0.1
Cc1ccc(-n2nc3c(=O)n(CC(=O)c4ccc(F)cc4)nc(C)c3c2C)cc1 | 0.0 | -5.8 | 0.1 | -0.8 | 4.6 | · | -1.7 | -0.4 | -2.3
O=C(CSCc1ccc(F)cc1)Nc1nc2c(s1)CCCC2 | -0.2 | -3.5 | -0.1 | 8.5 | 12.0 | · | -2.0 | -5.6 | -0.7
COc1ccc(OC)c(S(=O)(=O)N2CCC3(CC2)CC(=O)c2ccccc2O3)c1 | -3.8 | -4.5 | 1.6 | 34.0 | -7.0 | 2.2 | -6.4 | -28.8 | -2.8
C[C@H](CO)N1C[C@H](C)[C@H](CN(C)C(=O)CC2CC2)Oc2cc(Br)ccc2S1(=O)=O | -0.6 | -3.7 | · | -7.2 | -6.0 | -0.5&0.6&-0.2 | -3.1 | -2.6 | -1.3
CC(C)N=C(NC#N)SCc1ccccc1 | 0.1 | 1.9 | -0.7 | 4.5 | -7.9 | · | -0.7 | -0.3 | 0.1
COc1cc(C(=O)Nc2cccnc2)cc(OC)c1OC | · | · | -0.2 | 5.0 | -7.2 | 1.8 | -2.3 | 1.1 | ·
Cc1ccc(Nc2nnc(SCC(=O)Nc3cccc(S(=O)(=O)NC4=NCCCCC4)c3)s2)c(C)c1 | 1.1 | -3.3 | 1.2 | -5.6 | -6.3 | · | 0.0 | -0.6 | 1.0
COc1ccc(C(=O)/C=C/c2ccc(OC)c(CN3CCOCC3)c2)cc1 | 0.2 | 0.0 | -0.6 | -4.0 | 5.0 | · | -9.7 | -4.1 | 4.9
CCn1c(SCc2ccccc2)nnc1C1CCN(S(=O)(=O)c2ccc(OC)cc2)CC1 | 0.4 | 34.7* | 1.5 | 22.5 | -15.2 | · | -0.5 | -3.7 | -1.3
COc1ccc(CCNC(=O)Cc2cc(OC)c(OC)cc2Br)cc1OC | -0.1 | 2.7 | · | 1.3 | -7.0 | 0.6 | 6.5 | 1.6 | 0.8
COc1ccc(S(=O)(=O)N2CCOCC2)cc1NC(=O)C1CCCCN1S(=O)(=O)c1ccccc1 (configuration not stated) | -0.1 | -5.6 | 0.1 | 9.3 | 3.5 | -0.6 | 7.7 | -2.2 | 1.9
CC(C)(C)OC(=O)C[C@@H]1C/C=C\C[C@@H](CC(=O)N(CCO)Cc2ccccc2)C(=O)NC[C@@H](c2ccccc2)OC1=O | 0.0 | -5.6 | -0.5 | 16.8 | 8.6 | 1.2 | 3.5 | -2.8 | -0.4
COC(=O)c1c(N2C(=O)[C@H]3[C@@H](C2=O)[C@]2(C(=O)Nc4c2ccc(C)c4C)N2CCC[C@@H]32)sc(C)c1C | 0.3 | -2.4 | 0.8 | 13.1 | 10.3 | 0.9 | -5.5 | -1.9 | -1.0
C=CCNC(=O)c1c(CSc2ccc(Cl)cc2)noc1C(=O)NCc1ccccc1 | 0.3 | -4.0 | 2.8 | 3.1 | 4.3 | -2.8 | 10.7 | -0.9 | -2.1
C=CCn1c(O)c(C(CC)=NCCc2c[nH]c3ccccc23)c(=O)[nH]c1=O | ? | ? | -0.5 | 7.2 | 0.4 | 2.0 | 6.5 | -0.7 | -9.9
CCOc1ccc(-c2nnn(CCC(=O)O)n2)cc1OC | 1.0 | 1.2 | -1.6 | -1.9 | 14.2 | · | 5.8 | 0.8 | -1.7
NC(=O)CC(NC(=O)c1cccc(Br)c1)c1ccc(NC2CCCCCCCCCCC2)c([N+](=O)[O-])c1 (configuration not stated) | 0.2 | -2.0 | -0.1 | 3.1 | 12.6 | 0.3 | 2.3 | -2.9 | -4.6
CCCc1ccc(S(=O)(=O)NCc2nnc(SC)n2C)cc1 | -1.0 | -5.8 | -0.6 | 2.8 | 15.8 | 0.6 | 2.8 | -3.9 | 11.2
Cc1ccc(Nc2nc3c(s2)CCC3)c(C)c1 | -0.9 | -11.6 | 0.8 | -10.9 | -5.7 | · | 0.6 | -3.5 | -14.7
CN(C(=O)CSc1nc(-c2ccc(F)cc2)cs1)C1CCS(=O)(=O)C1 (configuration not stated) | 3.5 | 21.4 | -2.1 | -0.4 | -12.9 | · | -5.7 | -2.3 | 2.6
COc1ccc(C(=O)NN2C(=O)C3CCC(C)(C2=O)C3(C)C)cc1 (configuration not stated) | -0.6 | -0.3 | -0.1 | 3.0 | 2.6 | · | 4.5 | 0.2 | -3.1
Cc1ccc(C(=O)N2CCC(N3CCC(C(=O)N4CCOCC4)CC3)CC2)cc1 | 0.4 | -4.2 | · | 4.1 | 6.2 | 0.5 | -9.0 | -2.3 | -3.7
Cc1cc(C)c2c(-n3cccc3)nn(C)c2n1 | 0.1 | 5.1 | -0.9 | -1.4 | -2.7 | · | 5.3 | -2.8 | -3.8
CN1CCN(c2cc(CNC[C@H]3O[C@@H](n4cnc5c(=O)[nH]c(N)nc54)[C@H](O)[C@@H]3O)ccc2F)CC1 | -0.1 | -10.5 | · | · | -1.9 | 4.5 | -3.2 | -0.8 | 4.5
Cc1ccc2[nH]c(=O)c(CN(CCO)Cc3nnnn3CCc3ccccc3)cc2c1 | 0.8 | 6.3 | -1.0 | -1.1 | 1.4 | · | 4.4 | -0.1 | -1.9
